Bioassay records deposited in PubChem by National Center for Advancing Translational Sciences (NCATS).
Epigenetic reg – derepresses silenced GFP reporter in murine cells; murine LDR cells, GFP reporter derepression, 30 h; Potency, µM (series often up to 53.9 µM), for the others: at the highest dose GFP activation, hits mostly activators; 0.2% of 280,000 active; active = well fitted activation curve with a large enough effect; inconclusive = small, poorly fitted or top-dose-only effect; note: % of control where 0% means no effect; nearly all actives have a fitted effect of over 60% in size
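Readout is the number of GFP-expressing murine LDR cells, counted by cytometry following washing. Cells were treated with compound for 30 h at 37 C; the stably integrated CMV-GFP locus is normally silent.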
* hit, by the source's call; ? = inconclusive. Potency is the fitted concentration of half-maximal effect. This is a subset; rates above refer to the full screens.

No. | Molecule | Epigenetic reg
1 | O=C(NCc1ccc(Cl)cc1)c1ccc(Cn2c(=O)c3cccn3c3cccnc32)cc1 | 8.5%
2 | COc1cc(CN(C(=O)c2ccccc2Br)c2ccccn2)cc(OC)c1OC | 0.8%
3 | CCOC(=O)c1ccc(NC(=O)C(CC)Sc2nc3ccncc3[nH]2)cc1 (centres undefined) | -10.0%
4 | Cc1cc(C)cc(-n2nnc(-c3nc(-c4ccc5c(c4)OCO5)no3)c2C)c1 | 1.9%
5 | COc1cc(NC(=O)c2noc3c2CSc2ccccc2-3)cc(OC)c1OC | 5.4%
6 | Cc1cc(C)cc(C(=O)N2CC(=O)Nc3ccc(C)cc3C2c2ccccc2)c1 (centres undefined) | -1.6%
7 | Fc1ccc(-c2noc3ncnc(NCCCN4CCN(c5ccccc5)CC4)c23)cc1 | 0.0%
8 | COc1ccc(-c2onc(C)c2C)cc1S(=O)(=O)NCC1CCN(Cc2cc(C)ccc2C)CC1 | 3.5%
9 | CCn1c(=O)c(=O)n(CC)c2cc(N3CCCCC3)c(NC(=O)c3cccc(F)c3)cc21 | 2.1%
10 | CCN(CC)CCNC(=O)c1cn(CC)c2ccc(S(=O)(=O)N(C)C3CCCCC3)cc2c1=O | -2.2%
11 | Cc1ccc2c(c1)c(=O)c(C(=O)c1ccncc1)cn2CC(=O)Nc1ccccc1Cl | -0.9%
12 | CCCN1CCN(c2ncnc3sc(C(=O)Nc4ccc(C(C)C)cc4)c(C)c23)CC1 | -3.8%
13 | O=C(NCCCN1CCN(c2ccccc2)CC1)c1ccc2nc(Cc3ccccc3)oc2c1 | 0.8%
14 | Cc1ccc(C(=O)Nc2ccc(Br)cc2)cc1S(=O)(=O)N1CCOCC1 | 1.6%
15 | CN1C(=O)Cc2cc(S(=O)(=O)CCC(=O)N3CCN(c4ccc(Cl)cc4)CC3)ccc21 | 3.1%
16 | Cc1cc(C)cc(NC(=O)C(Cc2ccccc2)NS(=O)(=O)c2ccc3c(c2)CCC(=O)N3)c1 (centres undefined) | -1.1%
17 | CCN(CC)CCCNC(=O)Cc1ccc(NC(=O)N2CCCCc3ccccc32)cc1 | 0.0%
18 | COc1ccc(Nc2c(-c3ccc(Cl)cc3)nc3cnccn23)cc1OC | 3.9%
19 | CC(NC(=O)c1cc2c(=O)n3ccccc3nc2n(C(C)C)c1=N)c1ccccc1 (centres undefined) | 1.6%
20 | COc1ccc(NC(=O)CN(C)S(=O)(=O)c2ccc(C(=O)N3CCOCC3)s2)cc1 | -7.0%
21 | COc1ccc(OC)c2sc(N(Cc3cccnc3)C(C)=O)nc12 | 4.1%
22 | COc1ccc(CNC(=O)CN(c2cc(C)cc(C)c2)S(=O)(=O)c2c(C)[nH]c(=O)[nH]c2=O)cc1 | -0.3%
23 | COc1cn(CC(=O)Nc2ccc(F)cc2)c(CN2CCCCC2)cc1=O | -1.3%
24 | Cc1nc2ccn(Cc3cccnc3)c(=O)c2cc1C(=O)Nc1ccc(OC(F)(F)F)cc1 | 4.4%
25 | Cc1ccc(NC(=O)Cn2ncn3c(cc4ccccc43)c2=O)cc1F | -2.3%
26 | Cc1cc(F)ccc1NC1(c2ccccc2)C(=O)c2ccccc2C1=O | -1.3%
27 | Cc1ccccc1OCC(=O)Nc1ccc(OCc2cc(=O)n3ccccc3n2)cc1 | 3.4%
28 | CC1=C(C(=O)Nc2cc(Cl)ccc2C)C(c2ccco2)n2ncnc2N1 (centres undefined) | -1.7%
29 | COc1ccccc1CNC(=O)CCNS(=O)(=O)c1ccc2c(c1)oc(=O)n2C | -0.8%
30 | CCc1nnc(SCc2nc(-c3ccccc3Cl)oc2C)c2cc3sc(C)cc3n12 | -4.2%
31 | Cc1ccc(-c2nnc(Nc3ccc(O)cc3)c3ccccc23)cc1S(=O)(=O)N1CCOCC1 | 0.0%
32 | Cc1ccccc1Cn1nnc2c(=O)[nH]c(C3CCCN(C(=O)c4ccc(C(C)(C)C)cc4)C3)nc21 (centres undefined) | -1.0%
33 | Cc1ccc(S(=O)(=O)NCC(c2ccc(N(C)C)cc2)N2CCCC2)cc1 (centres undefined) | -2.9%
34 | CC(=O)N1CCOc2cc(S(=O)(=O)NCc3ccc(C)cc3)c(C)cc21 | 4.2%
35 | CCc1ccc(NC(=O)CSC2=Nc3ccccc3C3=NC(CC(=O)NCc4cccs4)C(=O)N23)cc1 (centres undefined) | -1.3%
36 | CCOC(=O)c1ccc(NC(=O)C(CC)Sc2nnc3c4ccccc4n(C)c3n2)cc1 (centres undefined) | 2.9%
37 | Cc1ccc(S(=O)(=O)c2cnc(SCC(=O)Nc3ccc4c(c3)OCCO4)[nH]c2=O)cc1C | 2.7%
38 | Oc1ccc(-c2nc(-c3ccccc3)c(-c3ccc(Br)cc3)[nH]2)cc1 | 2.2%
39 | COc1ccc(Cn2c(CO)cnc2SCC(=O)NCc2ccco2)cc1 | -1.7%
40 | CCc1ccc2ncc3c(-c4ccc(C)cc4)nn(CC(=O)Nc4ccc(C)cc4)c3c2c1 | 1.1%
41 | COc1ccccc1CNC(=O)CC(c1ccc(OC)c(OC)c1)N1Cc2ccccc2C1=O (centres undefined) | -1.0%
42 | Cc1nc(N2CCCC2)c2c(C(=O)Nc3cccc(C)c3C)c(C)oc2n1 | -1.3%
43 | Cc1nc2ccccc2n1CC(O)COc1ccc(C(=O)O)cc1 (centres undefined) | 3.1%
44 | CCN(CC)C(=O)c1sc2c(c1C)c(=O)n(-c1ccc(C)c(C)c1)c(=O)n2CC(=O)Nc1ccc(OC)cc1OC | 0.8%
45 | COc1ccc(N2CCN(CCCNC(=O)Cn3c(-c4cccs4)cc4ccccc43)CC2)cc1 | -0.2%
46 | O=C1CC(c2ccccc2)Cc2[nH]c(=O)c(-c3nc(-c4ccc(Cl)c(Cl)c4)cs3)cc21 (centres undefined) | ?
47 | COc1cccc(N2CCN(C(=O)C3CCN(S(=O)(=O)c4cn(C)cn4)CC3)CC2)c1 | -2.5%
48 | Cc1c(NS(=O)(=O)c2ccc(C(C)(C)C)cc2)c(=O)n(-c2ccccc2)n1C | -1.3%
49 | CCCCNC(=O)CN1CCN(c2ncc(NC(=O)c3ccc(Cl)cc3)cc2C(=O)O)CC1 | 1.3%
50 | COc1ccc2c(c1)c(=O)c(C(=O)c1ccc(C)c(C)c1)cn2CC(=O)Nc1ccc2c(c1)OCCO2 | -1.6%
51 | COc1ccc(Cn2c(CO)cnc2SCc2ccccc2)cc1 | 0.8%
52 | COC(=O)c1c(C)sc(-c2c(-c3ccc4c(c3)OCCO4)[nH]c3c2c(=O)[nH]c(=O)n3C)c1O | 9.7%
53 | COc1ccccc1CNC(=O)C1CCN(S(=O)(=O)c2c(C)noc2/C=C/c2c(C)cc(C)cc2C)CC1 | -1.7%
54 | CC(=O)Nc1cccc(NC(=O)CSc2cn(CC(=O)N3CCCC3)c3ccccc23)c1 | -1.5%
55 | Cc1ccc(NC(=O)Cn2c(=O)n(CCCCC(=O)NCCc3ccc(Cl)cc3)c(=O)c3ccccc32)cc1 | -0.9%
56 | Cc1ccccc1OCC(=O)Nc1cc(-c2cccc(Br)c2)nn1-c1ccccc1 | 5.4%
57 | CN(C(=O)CSc1nc2ccccc2n1Cc1ccccc1C#N)c1ccccc1 | 6.6%
58 | Cn1nc(C(=O)N2CCN(c3ccccc3)CC2)c2c1-c1ccccc1S(=O)(=O)C2 | 0.8%
59 | CCCC(CCC)C(=O)Nc1cccc(-c2nc3cccnc3s2)c1 | -2.1%
60 | CCN(CCCNC(=O)Cn1ncc2c3ccccc3n(C)c2c1=O)c1cccc(C)c1 | -1.3%

More structures follow:
No. | Molecule | Epigenetic reg
61 | CC(C)c1cnc2c(c1SCc1cccc(F)c1)c(=O)n(C)c(=O)n2C | -2.2%
62 | Cc1cccc(-c2nc(C)c(CCNC(=O)c3cccs3)s2)c1 | 1.4%
63 | COc1ccc(CCNc2nc3c(-c4cccc(C)c4)nnn3c3ccccc23)cc1OC | -1.6%
64 | CCc1ccc(-n2nc3ccc(NC(=O)c4cc5ccccc5o4)cc3n2)cc1 | 2.9%
65 | COc1ccc(Cl)cc1NC(=O)CN(C)S(=O)(=O)c1ccc(Br)s1 | 0.9%
66 | Nc1nc(N)c(S(=O)(=O)c2ccccc2)c(Nc2ccc(Br)cc2)n1 | 2.2%
67 | CCOC(=O)c1c(C)[nH]c(CCC(=O)NC(C)c2ccccc2)c1C (centres undefined) | -3.4%
68 | Brc1ccc(-c2cc3c(N4CCN(c5ccccc5)CC4)nccn3n2)cc1 | 4.4%
69 | Cc1ccc2c(CC(=O)Nc3ccc(S(=O)(=O)N4CCCCC4)cc3)coc2c1 | -1.9%
70 | COc1cccc(-n2cc(C(=O)Nc3cc(C)c(Cl)cc3OC)c3ccccc3c2=O)c1 | 0.0%
71 | Cc1cc(NC(=O)C(C)(C)C)cc(-c2nc3ncccc3o2)c1O | -1.1%
72 | COc1ccc(-c2nc(C)c(CCNC(=O)c3ccc(F)c(F)c3)s2)cc1 | 0.0%
73 | Cc1ccc(-n2ncc3c(N4CCCCC4)ncnc32)cc1Cl | 3.5%
74 | COc1ccc(NC(=O)CSc2nc(-c3cc(OC)c(OC)c(OC)c3)[nH]c2-c2ccc(F)cc2)cc1 | 0.8%
75 | COc1cccc(CNC(=O)c2ccc(NC(=O)N3CCCCc4ccccc43)cc2)c1 | 0.8%
76 | COc1ccc(C2(N3CCN(c4cc(C)ccc4C)CC3)C(=O)c3ccccc3C2=O)cc1 | 1.3%
77 | Cc1ccc(NC(=O)Cn2c(=O)n(Cc3ccc(C(=O)NCc4ccc5c(c4)OCO5)cc3)c(=O)c3ccccc32)cc1 | -1.8%
78 | COc1ccccc1C(=O)Nc1ccccc1OCc1cc(=O)n2c(C)csc2n1 | ?
79 | COc1ccc(S(=O)(=O)N(CC(=O)NCCSc2ccccc2)c2ccc(C)cc2)cc1 | 0.2%
80 | Cc1cccc(NC(=O)CN2C(=O)CC(c3ccccc3)Sc3ccccc32)c1 (centres undefined) | 0.0%

Structures from the list above that have a thiophene ring, fused or not:
No. | Molecule | Epigenetic reg
12 | CCCN1CCN(c2ncnc3sc(C(=O)Nc4ccc(C(C)C)cc4)c(C)c23)CC1 | -3.8%
20 | COc1ccc(NC(=O)CN(C)S(=O)(=O)c2ccc(C(=O)N3CCOCC3)s2)cc1 | -7.0%
30 | CCc1nnc(SCc2nc(-c3ccccc3Cl)oc2C)c2cc3sc(C)cc3n12 | -4.2%
35 | CCc1ccc(NC(=O)CSC2=Nc3ccccc3C3=NC(CC(=O)NCc4cccs4)C(=O)N23)cc1 (centres undefined) | -1.3%
44 | CCN(CC)C(=O)c1sc2c(c1C)c(=O)n(-c1ccc(C)c(C)c1)c(=O)n2CC(=O)Nc1ccc(OC)cc1OC | 0.8%
45 | COc1ccc(N2CCN(CCCNC(=O)Cn3c(-c4cccs4)cc4ccccc43)CC2)cc1 | -0.2%
52 | COC(=O)c1c(C)sc(-c2c(-c3ccc4c(c3)OCCO4)[nH]c3c2c(=O)[nH]c(=O)n3C)c1O | 9.7%
62 | Cc1cccc(-c2nc(C)c(CCNC(=O)c3cccs3)s2)c1 | 1.4%
65 | COc1ccc(Cl)cc1NC(=O)CN(C)S(=O)(=O)c1ccc(Br)s1 | 0.9%

Next section
No. | Molecule | Epigenetic reg
81 | COc1ccc(N(CC(=O)N2CCN(c3cccc(OC)c3)CC2)S(=O)(=O)c2c(C)noc2C)cc1 | 3.2%
82 | Cc1ccc(S(=O)(=O)c2c(Nc3cccc(Cl)c3)sc(C(=O)c3ccc4c(c3)OCO4)c2N)cc1 | 6.8%
83 | Cc1cccc2sc(N(Cc3cccnc3)C(=O)C3COc4ccccc4O3)nc12 (centres undefined) | 6.9%
84 | CCCCNc1nc(Oc2ccc(=O)n(-c3ccccc3)n2)nc(N(C)C)n1 | 0.6%
85 | O=C(NCC(c1ccc(Cl)cc1)N1CCOCC1)c1ccccc1F (centres undefined) | -0.8%
86 | CCN1CCN(C(=O)c2cnn(-c3cccc(C)c3)c2C2CCN(C(=O)OC(C)(C)C)CC2)CC1 | 0.0%
87 | Cc1ccccc1OCCn1cc(C(=O)c2ccco2)c2ccccc21 | 0.0%
88 | CCCCNC(=O)CN1C(=O)COc2ccc(S(=O)(=O)N3CCCC3)cc21 | 1.9%
89 | Cc1ccc(CNC(=O)c2nnc(Cc3cccc(F)c3)o2)cc1 | 1.4%
90 | Cc1oc(-c2ccc(C(=O)NCc3ccc(N(C)C)cc3)cc2)nc1COc1ccccc1 | 4.8%
91 | O=C(Nc1ccccc1C(F)(F)F)c1cc(-c2ccc3c(c2)OCCO3)on1 | -3.2%
92 | CCOc1nc(NC(=O)NS(=O)(=O)Oc2cccc(F)c2)nc(-c2ccccc2)n1 | -1.1%
93 | Cc1ccccc1-c1nc(CS(=O)(=O)CC(=O)Nc2cccc(C(F)(F)F)c2)c(C)o1 | 10.0%
94 | O=C(Cn1c(=O)oc2cc(S(=O)(=O)NC3CCCC3)ccc21)Nc1ccc(F)c(F)c1 | 0.0%
95 | CCOc1ccc(CNC(=O)C2=Cc3cc(Br)ccc3OC2)cc1OC | 0.0%
96 | Cc1nc(SCC(=O)Nc2ccc(Cl)cc2C(F)(F)F)[nH]c(=O)c1Cc1ccccc1 | -0.9%
97 | COc1ccc(CNC(=O)c2cnc3sc(N4CCCC4)nn3c2=O)c(OC)c1 | 0.0%
98 | CCc1cccc(C)c1NC(=O)c1cc(S(=O)(=O)N(C)Cc2ccccc2)ccc1F | 4.3%
99 | COC(=O)c1c(C)sc(-c2c(-c3ccc(OC)c(F)c3)[nH]c3c2c(=O)n(C)c(=O)n3C)c1O | -1.6%
100 | COc1cccc(-c2nc(SCC(=O)NCc3ccco3)c3c(=O)n(C)c(=O)n(C)c3n2)c1 | 6.8%
101 | COc1cccc(CNC(=O)C2CCC(CNS(=O)(=O)c3cccs3)CC2)c1 (centres undefined) | 2.0%
102 | CC1=C(C(=O)Nc2cc(Cl)ccc2C)C(c2sccc2C)n2ncnc2N1 (centres undefined) | -1.7%
103 | COc1ccc(-c2noc(COc3cc(C)c(Br)c(C)c3)n2)cc1OC | 1.9%
104 | Cc1ccc(C)n1-c1nnc(N2CCCC(C(=O)NCc3cccc(Cl)c3)C2)s1 (centres undefined) | -1.3%
105 | COc1ccc(Nc2cc(C(=O)NCc3cccs3)c3ccccc3n2)cc1 | 1.1%
